Assay outcomes (PubChem)
DRD3 antagonist: antagonists of human D3 dopamine receptor. AID 652054. 2.5% of 360,000 active. max response, negative = inhibition, %. D3R cells, DiscoveRx beta-arrestin luminescence, antagonist mode; hits give low values; in the data active = max response below about -50%; inconclusive = no clear call, values can overlap the other calls; also: % is scaled to controls: 0 for no effect and ±100 for the full control effect; mostly tested at two doses, the higher about 12 µM
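Cells expressing the human receptor were seeded at 1500 cells/well, incubated overnight at 37 degrees C in 5% CO2, then exposed to library compounds with dopamine controls for 90 minutes at 37 degrees C before luminescent detection.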
PTHR1 agonist: PTHR1 (human) receptor agonism; HEK293 GP2 PTHR1 cells, GloSensor cAMP luminescence, 1 h; Potency, µM (series often up to 115 µM), for the others: at the top dose activation, most hits filed as activators; 0.075% of 410,000 active; AID 743266; also: potency is read from the fitted curve at half-maximal effect; nearly all actives have a fitted effect of over 55% in size; some results filed as inactive show a strong effect at the top dose; inactives centre near -15; many of its hits are not listed in these tables
Target sequence (Q03431 whole entry, looked up): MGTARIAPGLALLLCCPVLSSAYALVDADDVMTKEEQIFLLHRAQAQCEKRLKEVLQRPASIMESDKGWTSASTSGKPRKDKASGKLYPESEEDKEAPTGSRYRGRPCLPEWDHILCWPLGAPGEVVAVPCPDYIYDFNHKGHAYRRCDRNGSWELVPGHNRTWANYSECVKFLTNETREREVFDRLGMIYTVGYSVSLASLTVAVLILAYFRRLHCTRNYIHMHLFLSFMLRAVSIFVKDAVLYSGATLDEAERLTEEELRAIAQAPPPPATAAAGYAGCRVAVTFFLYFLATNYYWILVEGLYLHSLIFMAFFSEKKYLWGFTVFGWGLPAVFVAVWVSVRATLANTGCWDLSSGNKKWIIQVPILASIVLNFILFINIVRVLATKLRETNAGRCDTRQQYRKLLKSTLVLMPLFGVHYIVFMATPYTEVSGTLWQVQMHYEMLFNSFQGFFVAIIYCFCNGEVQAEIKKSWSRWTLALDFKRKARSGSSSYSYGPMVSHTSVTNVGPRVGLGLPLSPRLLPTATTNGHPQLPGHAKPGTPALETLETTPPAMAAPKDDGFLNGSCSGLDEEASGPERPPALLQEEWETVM
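HEK-293-derived GP2 cells expressing PTHR1 and a GloSensor cAMP reporter, 3,000/well, plated overnight, given luciferin plus IBMX (each 0.5 mM as added) for 1 h at 37 °C, then compound for 1 h at 37 °C. Luminescence was read after 15 min at room temperature.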
aSyn yeast inh: inhibitors of alpha-synuclein toxicity in yeast | 0.14% of 370,000 active | AID 652106 | Potency, µM (series often up to 46.1 µM), without a hit: at the highest dose growth rescue (activation), usual class: activators | Yeast expressing alpha-synuclein, growth rescue, BacTiter-Glo, 24 h; also: potency is read from the fitted curve at half-maximal effect; % of control where 0% means no effect; nearly all actives have a fitted effect of over 65% in size
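Readout is rescue of growth in alpha-synuclein-expressing yeast, so inhibitors of toxicity appear as activators. Growth after 24 hr at 30 deg C in galactose medium is quantified by luminescence.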
KB-V1 cytotox: kills drug-selected multidrug resistant KB-V1 cells. KB-V1 MDR cells viability, CellTiter-Glo, 72 h. Potency, µM (titrated, usually from 46.1 µM), for inactives: top-dose activity change, negative = cytotoxicity, actives largely listed as cytotoxic. 3.4% of 400,000 active; also: potency is read from the fitted curve at half-maximal effect; % is scaled to controls: 0 for no effect and ±100 for the full control effect; nearly all actives have a fitted effect of over 60% in size
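Luminescent ATP read-out (CellTiter-Glo, 10 min) measures survival of drug-selected KB-V1 MDR cells after 72 h, 37 degrees C compound exposure. Medium: phenol-red-free DMEM, 10% FBS. Values from fitted concentration-response curves.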
HEK293 tox: cytotoxicity counter-screen for GLP-1 receptor inverse agonists | HEK293 cAMP-luciferase reporter cells, luminescence, 24 h | Potency, µM (top dose mostly 38.3 µM), without a hit: top-dose activity change, negative = inhibition, usual class: inhibitors | 0.13% of 410,000 active | AID 624418;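 also: loss of luciferase light is scored as toxicity; potency is read from the fitted curve at half-maximal effect; % is scaled to controls: 0 for no effect and ±100 for the full control effect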
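Compound-treated cells are incubated 24 hr at 37 deg C under 5% CO2 after a 12 hour attachment period, then luciferase detection reagent is added and luminescence is measured following 12 min at room temperature; lowered signal indicates toxicity.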
TDP-43 yeast inh: rescues yeast growth from TDP-43 toxicity | TDP-43 expressing yeast growth rescue, BacTiter-Glo, 24 h | Potency, µM (doses to about 46.1 µM), inactives show at the top dose growth rescue (activation), most hits filed as activators | AID 652104 | 1.8% of 410,000 active; also: potency is read from the fitted curve at half-maximal effect; % of control where 0% means no effect; nearly all actives have a fitted effect of over 50% in size
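Cell-based yeast growth screen: TDP-43 expression induced in galactose, inoculum OD600=0.02 after raffinose pregrowth to mid-log. Read-out BacTiter-Glo luminescence at 24 hr, 30 deg C; inhibition of toxicity seen as signal increase.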
GLP-1R agonist: agonists of human GLP-1 receptor; P43220; HEK293 GLP-1R CRE-luciferase, luminescence, 4-6 h; cells express a hypersensitive GLP-1R form; Potency, µM (titrated, usually from 45.6 µM), inactives show at the top dose activation, usual class: activators; 0.007% of 380,000 active; AID 624172; also: potency is read from the fitted curve at half-maximal effect; % of control where 0% means no effect
Target sequence (P43220 whole entry, looked up): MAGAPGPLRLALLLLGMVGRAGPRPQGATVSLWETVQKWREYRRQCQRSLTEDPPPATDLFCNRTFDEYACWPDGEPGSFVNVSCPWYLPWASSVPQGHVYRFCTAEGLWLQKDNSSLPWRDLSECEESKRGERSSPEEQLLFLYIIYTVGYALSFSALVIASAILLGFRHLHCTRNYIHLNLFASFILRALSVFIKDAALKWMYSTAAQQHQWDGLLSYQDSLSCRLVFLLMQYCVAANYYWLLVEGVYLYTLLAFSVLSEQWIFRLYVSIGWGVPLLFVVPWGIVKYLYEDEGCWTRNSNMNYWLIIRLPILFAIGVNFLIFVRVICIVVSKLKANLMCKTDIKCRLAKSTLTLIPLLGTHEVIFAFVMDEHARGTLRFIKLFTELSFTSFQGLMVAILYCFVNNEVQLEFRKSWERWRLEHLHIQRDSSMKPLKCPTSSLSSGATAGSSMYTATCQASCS
GLP1R inv ag: acts as inverse agonist at human GLP-1 receptor | P43220 | 1.6% of 410,000 active | HEK293 GLP-1R CRE-luciferase, luminescence, 24 h; GLP-1R form is constitutively active | Potency, µM (doses to about 38.3 µM), for inactives: at the top dose activity change, negative = inhibition, usual class: inhibitors | AID 624417; also: potency is read from the fitted curve at half-maximal effect; % is scaled to controls: 0 for no effect and ±100 for the full control effect; nearly all actives have a fitted effect of over 55% in size
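Constitutively active GLP-1R drives a cAMP-responsive luciferase in stably transfected HEK293 cells; test compounds are added after overnight (12 h) attachment and left 24 hr, and signal loss in luminescence marks inhibition.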
D3 ag: agonists of human D3 dopamine receptor. 0.58% of 410,000 active. max activation, %. P35462. D3R DiscoveRx beta-arrestin cells, luminescence, 90 min; in the data active = max activation above about 30%; also: 0% is about no effect; mostly tested at two doses, the higher about 12 µM
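Agonist mode: compounds and dopamine controls were applied to plated cells for 90 min at 37 degrees C after an overnight attachment at 1500 cells/well. Luminescent read-out followed 30 - 60 minutes at room temperature with DiscoveRx detection reagent.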
Numbers without * were called inactive; i = inactive; ? = inconclusive; nt = no result given; & = joins results of further samples; [ ] = remark or other dose. Unless noted, calls follow the shape of the dose curve; as a rule, active = well fitted curve in the direction sought with a large enough effect; inconclusive = small, poorly fitted or top-dose-only effect, or another doubt; inactive = no such curve, though single readings can be large; an effect the other way counts as inactive or inconclusive.

structure	PTHR1 agonist	D3 ag	GLP-1R agonist	TDP-43 yeast inh	GLP1R inv ag	KB-V1 cytotox	aSyn yeast inh	DRD3 antagonist	HEK293 tox
O=C(COC(=O)C1C2CC3OC(=O)C1C3C2)Nc1ccc(Cl)cc1 (stereo not given)	-4%	-3	13%	-31%[inhibitor]	7%	19%	-4%	-12	5%
CCOc1cc(/C=N/NC(=O)c2cccnc2)ccc1OCC(=O)N1CCOCC1	i	-6	-3%	18%	16%	0%	-3%	-5	-8%
CCN(CC)S(=O)(=O)c1cccc(C(=O)Nc2cc(C)cc(C)c2)c1	i	-3	4%	0%	2µM*	-1%	2%	-21	10%
CCOc1ccc(N2CC(c3nc4ccccc4n3Cc3ccccc3F)CC2=O)cc1 (stereo not given)	i	-14	nt	1%	-9%	0%	nt	nt	0%
CC1(C(=O)NS(=O)(=O)c2ccc3c(c2)CCO3)CCN1C(=O)Cc1ccc(-c2ccccc2)cc1 (stereo not given)	i	3	-6%	13%	5%	3%	-8%	9	1%
COc1ccc(CNC(=O)CN(Cc2cccs2)C(=O)CCC(=O)Nc2ccccn2)cc1	i	0	-9%	1%	4%[0.307 µM]	-15%	-4%	3	-7%[0.307 µM]
Cc1ccc(-n2nnc(-c3cc4ccccc4nc3Cl)n2)cc1	-27%	13	20%	12%	37%[activator]	-1%	-4%	11	2%
CC(C)(C)c1ccc(C(=O)Nc2ncn[nH]2)cc1	i	4	2%	3%	?	-1%	0%	8	-18%
CC(=O)Nc1ccc(S(=O)(=O)c2ccnc3cc(Cl)ccc23)cc1	-36%[inhibitor]	-10	-4%	22%	?	?	8%	?	-23%
CCOC(=O)C1(C)CCCN(C(=O)c2c(F)cccc2F)C1 (stereo not given)	i	5	-1%	28%	4%	3%	-4%	-1	1%
O=C(CCc1nnc2ccc(N3CCCC3)nn12)Nc1cc(F)ccc1F	i	-19	6%	-5%	-5%	-12%	1%	-13	-16%
CN(CCc1ccccn1)C(=O)CCC1CCCN(C(=O)NC2CCCCC2)C1 (stereo not given)	-5%	2	10%	-17%[1.82 µM]	18%	-7%	-2%	-2	3%
O=C(Nc1nc(-c2ccccc2)cs1)NC1CCCCC1	-40%[inhibitor]	-7	10%	-6%	0%	?	0%	-10	-2%
Cc1cccc(-n2c3nc(=O)[nH]c(=O)c-3cc3c(C)nn(-c4ccccc4)c32)c1C	-36%[inhibitor]	3&7	-1%&2%	9%&15%	2%&-2%	?	-9%	31	0%&2%
CC1CC(C)CN(c2oc(-c3ccco3)nc2C#N)C1 (stereo not given)	-19%	-2	14%	-14%	?	21µM*	-3%	1	11%
CCOc1ccc(CNC(=O)C2CCN(S(=O)(=O)N3CCCCC3)CC2)cc1	i	7	nt	0%	-1%	nt	nt	nt	0%
CCOC(=O)c1ccc(NC(=O)COC(=O)c2cn(CC)c3nc(C)ccc3c2=O)cc1	24%	-15	-1%	-31%[inhibitor]	-3%	15%	nt	nt	2%
Cc1cccn2cc(CNS(=O)(=O)c3ccc4ccccc4c3)nc12	i	15	1%	27%	-16%	-27%	-1%	11	10%
CCn1cnc2c1c(=O)n(Cc1cccc([N+](=O)[O-])c1)c(=O)n2Cc1ccccc1	-7%	1	28%	18%	?	?	4%	15	3%
COc1ccc(C(O)c2nccn2Cc2ccccc2)cc1 (stereo not given)	-50%[inhibitor]	-1	17%	-8%	0%	-12%	-3%	-16	13%
O=C(NCCN1C(=O)CSC1=O)C1CC(=O)N(c2ccccc2)C1 (stereo not given)	-18%	-4	6%	-15%	0%	14%	nt	-13	7%
C=CCNc1ncnc2c1ncn2[C@H]1CN(Cc2cc(OC)c(OC)c(OC)c2)C[C@@H](CO)O1	i	-10	13%	7%	4%	6%	1%	1	1%
CCn1c(SCc2ccccc2C)nc(=O)c2c(C(=O)OC)cc(C3CC3)nc21	-64%[inhibitor]	0	nt	-14%	?	-6%	nt	nt	4%
CNC(C)C#Cc1ccc2oc3cccc(OC)c3c(=O)c2c1 (stereo not given)	-17%	-7	19%	-1%	30%	9%	-3%	13	?
N/C(=N\OC(=O)c1cccs1)c1cccnc1	-5%	15	16%	-2%	29%	24%	-8%	3	-5%
Cc1ccc(NC(=O)CN2C(=O)COc3ccc(S(=O)(=O)N4CCCCC4)cc32)cc1Cl	-17%	-5	nt	13%	?	nt	nt	nt	-8%
O=C1c2cccc3c2C2(O)c4c1cccc4C(=O)c1cccc(c12)C3=O	i	1	-2%	-8%	-5%	?	3%	19	-20%
FC(F)(F)c1cc(Cc2nc3ccccc3n2C(CCc2ccccc2)c2nc3ccccc3[nH]2)cc(C(F)(F)F)c1 (stereo not given)	i	10	nt	18%	18%	?	-6%	-6	-11%
Cc1noc(C)c1NC(=O)N(C)C[C@H]1OCc2cn(nn2)CCCC(=O)N([C@@H](C)CO)C[C@@H]1C	-20%	-5	1%	0%	15%	7%	0%	15	-6%
O=C(NCCCn1ccnc1)C1CCN(S(=O)(=O)c2cc([N+](=O)[O-])ccc2Cl)CC1	-17%	0	-10%	1%	2%	10%	5%	6	-1%
CC(=O)C(C)Oc1ncn(-c2ccccc2)n1 (stereo not given)	-4%[57.5 µM]	2	19%	7%	24%	23%	-5%	19	6%
COc1ccc(C(=O)N(C)CCOc2ccc(Cl)cc2)cc1S(=O)(=O)N1CCCC1	i	-1	-9%	5%	-7%	-17%	0%	-1	-3%
CCOC(=O)N1CCN(C(=S)NC(=O)c2nn(C)cc2Br)CC1	i	-10	1%	-16%	7%	-20%	1%	3	-3%
CN(C)CCCNC(=S)N1CCC(C(=O)c2ccc(Cl)cc2)CC1	-31%[inhibitor]	2	4%	5%	2µM*	4%	0%	4	7%
O=C(c1cc2c(=O)n3ccccc3nc2s1)N1CCN(Cc2ccccc2)CC1	i	2	10%	-6%	35%[activator]	7%	6%	4	81%[activator]
Cc1ccc(S(=O)(=O)CCC(=O)NCCC2=CCCCC2)cc1	-10%	1	16%	-10%	-23%	16%	1%	-8	5%
O=C(O)CSc1cccc2cccc(C(=O)O)c12	i	-4	3%	0%	-13%	5%	-8%	11	-18%
C/C(=N\OCC(=O)Nc1cc(C)cc(C)c1)c1ccc2c(c1)OCCO2	i	3	18%	11%	-32%	4%	0%	5	-3%
Cc1cccc(N2CCN(C3=NC(=O)/C(=C\c4cn[nH]c4-c4ccccc4)S3)CC2)c1	i	1	-1%	16%	-2%	0%	0%	12	-6%
CC(C)C[C@@H]1COc2cc(N3CC[C@H](O)C3)ccc2S(=O)(=O)N1	i	-2	1%	26%	-6%	-7%	-6%	-8	-5%
CN1C(=O)/C(=C/c2ccccc2OCc2ccc(C(=O)O)cc2)NC1=S	i	-6	1%	3%	37%[activator]	17%	-2%	-19	-28%
O=C(COC(=O)COc1ccc(Cl)cc1)NCc1cccs1	-9%	6	-3%	-6%	-1%	6%	-14%	5	3%
CN(C)CCCOc1ccc2c(c1)Sc1ccccc1CC2=O	i	-47	10%	12%	?	10µM*	-7%	?	-7%
Cc1ccc(N2C(=O)N(c3ccc(C)cc3)C3CS(=O)(=O)CC32)cc1 (stereo not given)	-11%	12	5%	nt	10%	?	25%	17	-12%
O=C(O)c1ccc(NC(=O)C2(c3ccccc3)CCCC2)cc1	-11%	-13	-1%	-30%[inhibitor]	24%	14%	1%	-6	-10%
CCOc1ccc(CN(C)C(=O)c2cc3ccccc3o2)cc1OC	-21%	-6	?	13%	-3%	-3%	0%	1	-1%
CN(C)S(=O)(=O)N1CCN(c2cccc(Cl)c2)CC1	i	-1	6%	0%	-3%	-20%	7%	?	-6%
CCCc1ccc(C(C)NC(=S)NCc2ccc(F)cc2)cc1 (stereo not given)	-22%	6	-2%	5%	?	-39%	-6%	-12	?
CN(CC(=O)Nc1ccccc1Cl)C(=O)COC(=O)c1ccc(S(=O)(=O)C(F)F)cc1	-19%	4	4%	-10%	0%	12%	-5%	5	-10%
O=C(O)c1ccccc1C(=O)c1cccc2c(Br)cccc12	-14%	2	3%	?	-21%	-5%	-41%[inhibitor]	-6	-10%
Cc1ccc(CN(C(=O)COc2cc(C)c(Cl)c(C)c2)c2ccccn2)o1	0%	-1	nt	11%	?	3%	nt	nt	-6%
CCC(=O)N1CN(S(=O)(=O)c2ccc(C)cc2)CC1C (stereo not given)	i	4	-5%	0%	1%	-7%	2%	11	12%
Cc1cccc(NC(=S)NCc2cccs2)c1	-17%	3	10%	?	-26%	-19%	8%	-17	12%
Cc1onc(-c2ccccc2Cl)c1C(=O)N1CCOC12CCCCC2	i	11	-4%	nt	?	23%	-4%	-11	-3%
O=C(N/N=C/c1ccoc1)c1ccc(Br)cc1	i	-6	-3%	-2%	14%	-5%	-6%	-15	7%
COc1ccc(-n2cnnc2SCC(=O)c2ccc(S(=O)(=O)N3CCOCC3)cc2)cc1	i	2	-4%	-1%	0%	-15%	5%	23	6%
COc1ccc(OCCCC(=O)Nc2ccc(OC)c(S(=O)(=O)N3CCOCC3)c2)cc1	-7%	-2	-7%	6%	-11%	-13%	-7%[1.84 µM]	0	3%
Cc1cccc(N2CC(C(=O)NCC3COc4ccccc4O3)CC2=O)c1C (stereo not given)	i	4	-7%	20%	-7%	-25%	4%	-6	0%
Cc1ccc(OCCCC(=O)Nc2ccc(S(N)(=O)=O)cc2)cc1	i	-1	7%	15%	-14%	5%	-4%	5	3%

Not all compounds are listed. The share of hits here may be higher or lower than overall.
